# Lipid storage S3: qHTS Assay for Lipid Storage Modulators in Drosophila S3 Cells. Drosophila S3 cells, BODIPY lipid droplet fluorescence, 18-24 h; cells fed with added oleic acid. lipid storage change, negative = inhibition, % at the top dose, mostly 46.1 µM; hits show Potency in µM. AID 2685. 320,000 compounds, 0.64% hits; active means well fitted inhibition curve with a large enough effect in the signal ratio, with a control signal flat, not every such curve was filed as active; inconclusive means small, poorly fitted or top-dose-only effect, or effect the other way, or a change in a side signal; the % refers to the signal ratio
#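 Drosophila S3 cells got compounds at several concentrations plus oleic acid (400 uM solution). Laser-scanning cytometry with 488 nm excitation read lipid droplets at 500-530 nm and cells at 575-640 nm. Percent activity was relative to 20 uM Triacsin C.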
# Lipid storage S3 cell count max: further read-out of Lipid storage S3, marked with its call; cell number change, %; measured here: cell count max response;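 cells counted by Cell Tracker Red CMTPX staining in the red channel; peak over a dose series mostly up to 46.1 µM; percent activity relative to internal control wells on each plate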
# * marks the source's active call; other numbers are inactive results; i = inactive; ? = inconclusive; . = no result given. On the % scale 0 is the no-effect control and ±100 the full control effect; potency means the concentration at half of the fitted maximal effect. Some of the compounds tested; rates above refer to the full screens.
Lipid storage S3 cell count max	Lipid storage S3	SMILES
18.5	1.7%	COC(=O)C1CN(C(=O)COc2cccc(C)c2C)c2ccccc2O1 (centres undefined)
.	?	CC(=O)c1ccc(NC(=S)Nc2cccc3ccccc23)cc1
-3.4	i	CC(=O)Nc1ccc(S(=O)(=O)NCc2ccc(C)cc2)cc1
.	i	COCCNCC(=O)N1CCCCCC1
.	?	COc1ccccc1NC(=O)c1cc(-c2ccc(C)o2)nc2ccccc12
.	i	CS(=O)(=O)Nc1ccc(Br)cc1C(=O)c1ccccc1
0.9	-11.2%	CC(=O)c1cccc(NC(=O)c2ccc(C(=O)Nc3cccc(C(C)=O)c3)nc2)c1
10.6	10.2%	COc1ccccc1-c1noc(CCC(=O)NC2CCCCC2)n1
-9.5	-21.8%	COc1cccc(-n2c(SCC(=O)Nc3sc4c(c3C(N)=O)CCC4)nc3ccccc3c2=O)c1
4.3	16.1%	CCNc1c(N)c(=O)oc2ccccc12
-2.9	8.1%	COc1cc(/C=N/Nc2ccc(F)cc2F)cc(OC)c1OC
.	-3.8%	N#C/C(=C\N1CCCCC1)S(=O)(=O)c1ccc(Cl)cc1
-11.7	3.8%	N#CC1=C(N)C(C#N)(C#N)C(c2ccc[nH]2)C2CCCC=C12 (centres undefined)
.	?	Cc1cccc(OCCCC(=O)NCC(=O)Nc2cccc(C)c2C)c1
8.0	-3.7%	CCCCn1c(=NC(=O)c2ccco2)c(C(=O)OCC)cc2c(=O)n3cccc(C)c3nc21
11.1	18.6%	CC(C)c1ccc(-c2csc3ncnc(N4CCN(C)CC4)c23)cc1
.	?	Cc1nnc(NN)n(N)c1=O
.	?	Cc1[nH]c(=O)c(S(=O)(=O)c2ccccc2)c(C)c1Cl
14.4	0.0%	CC(=O)NCC(=O)NNC1CC(=O)N(c2cccc(Cl)c2)C1=O (centres undefined)
.	?	O=C(NCC1CCCO1)c1ccccc1OCc1ccc(Cl)cc1 (centres undefined)
1.8	-0.1%	CCOc1ccc2[nH]cc(C(=O)NCCc3ccccc3)c(=O)c2c1
15.5	i	O=C(NC1CCCCC1)C(c1ccco1)N(C(=O)c1csnn1)c1cccc(Cl)c1 (centres undefined)
-6.8	9.5%	CN(C)S(=O)(=O)c1ccc(Cl)c(NC(=O)COc2ccccc2[N+](=O)[O-])c1
.	?	COc1cccc(CNC(=O)CCCSc2ccccc2)c1
-8.4	4.8%	Cc1nn(Cc2c(F)c(F)c(F)c(F)c2F)c(C)c1NC(=O)c1cccc(COc2ccccc2Cl)c1
.	?	O=C(N1CCOCC1)N1CCC(c2nc(-c3ccc(S(=O)(=O)N4CCOCC4)cc3)no2)CC1
-0.2	5.7%	CC(C)(C)Nc1c(N)c(=O)oc2ccccc12
-5.1	-17.9%	COc1cccc(C(=O)/C=C/c2ccc(OCC#N)c(OC)c2)c1
-12.8	-0.1%	CC(C)(CC(=O)O)CC(=O)N1CCN(c2nc3ccc(Cl)cc3s2)CC1
.	?	O=C(OC1CCOC1=O)c1cc(-c2ccccc2)nc2ccccc12 (centres undefined)
.	?	O=S(=O)(NCCN1CCOCC1)c1cc(Cl)ccc1Cl
.	?	COc1ccc(CC(=O)NCC2(c3ccc(OC)c(OC)c3)CCOCC2)cc1
14.7	6.7%	O=C(O)/C=C/C(=O)Nc1ccccc1-c1ccccc1NC(=O)/C=C/C(=O)O
.	i	CSc1ccccc1OCc1cc(C(=O)N2CCc3c(Cl)cccc3C2)no1
-2.8	23.8%	Cc1c(Cl)cccc1NC(=O)CCN1CCCC(C)C1 (centres undefined)
.	?	O=c1[nH]c2ccc(S(=O)(=O)N3CCN(c4ccccc4F)CC3)cc2s1

# Some of these compounds in order of their number in Lipid storage S3 cell count max, rising.
Lipid storage S3 cell count max	Lipid storage S3	SMILES
-12.8	-0.1%	CC(C)(CC(=O)O)CC(=O)N1CCN(c2nc3ccc(Cl)cc3s2)CC1
-5.1	-17.9%	COc1cccc(C(=O)/C=C/c2ccc(OCC#N)c(OC)c2)c1
-2.8	23.8%	Cc1c(Cl)cccc1NC(=O)CCN1CCCC(C)C1 (centres undefined)

# The results go on:
Lipid storage S3 cell count max	Lipid storage S3	SMILES
19.6	21.1%	COc1ccc(NC(=O)c2ccc(NC(=O)COC(=O)CC(NC(=O)c3ccccc3Cl)c3ccccc3)cc2)cc1 (centres undefined)
.	?	Cc1ccc(-n2nnnc2SCC(=O)Nc2sc(C)c(C)c2C#N)cc1C
2.5	26.2%	COc1ccc(NC(=O)CN2CCC(Cc3ccccc3)CC2)cc1S(=O)(=O)N1CCOCC1
.	?	CC1CC1C(=O)OCC(=O)Nc1ccc(N=Nc2ccccc2)cc1 (centres undefined)
16.7	-3.1%	COc1ccc(OC)c(NC(=O)Cn2cc(C=O)c3ccccc32)c1
-19.3	16.9%	CCOc1ccc(N2Cc3ncccc3C2=O)cc1
.	?	COc1ccc(C(=O)N/N=C/c2cc(Br)ccc2O)cc1OC
-9.4	22.8%	Cn1cccc1C(=O)NC(=O)COC(=O)Cc1coc2ccc3ccccc3c12
24.5	3.2%	CN1C(=O)C2(c3ccccc31)c1c(oc3ccccc3c1=O)C(=O)N2CCO (centres undefined)
.	?	CCOc1cccc(N2C(=O)CC(NCc3ccc(S(N)(=O)=O)cc3)C2=O)c1 (centres undefined)
-0.2	0.5%	Cc1onc(C(=O)Nc2sc3c(c2C(N)=O)CCCC3)c1[N+](=O)[O-]
-10.2	-14.6%	CCOC(=O)c1cc(-c2ccccc2)sc1NC(=O)CC
.	?	CCNC(=S)N(CCCO)Cc1cc2cc3c(cc2[nH]c1=O)OCCO3
10.7	-1.6%	Cc1nnc(SCc2cc(=O)oc3cc(O)ccc23)n1Cc1ccccc1
.	i	NC(=O)c1ccccc1N/C=C/C(=O)c1ccco1
.	?	COc1cc(C(C(=O)NC(C)(C)C)N(C(=O)CNC(=O)c2cccs2)c2ccccc2)cc(OC)c1OC (centres undefined)
.	?	Cc1ccc(N(O)C(=O)OCCNC(=O)Nc2ccccc2)cc1
3.8	i	Cc1cc(=O)oc2c(C)c(OCC(=O)NCCCN3CCOCC3)ccc12
.	?	CCn1c(SCC(=O)Nc2nc(C)cs2)nnc1-c1ccco1
.	i	O=C(c1ccccc1)c1ccncc1
13.0	5.7%	Cc1ccc(S(=O)(=O)N(C)C)cc1NC(=O)COC(=O)COc1ccccc1[N+](=O)[O-]
-6.1	-13.8%	Cc1ccc(C)c(Nc2c(F)c(F)c(F)c(F)c2C(=O)O)c1
4.5	i	COCc1[nH][nH]c(=O)c1C=Nc1ccccc1
20.1	-27.5%	CC(=O)Oc1oc(-c2ccccc2)nc1/C=N/c1ccccn1
.	i	CCCc1c(C(=O)N/N=C/c2ccc(C)s2)nnn1-c1nonc1N
.	?	CCCCOc1ccc(N=Cc2ccc[nH]2)cc1
2.3	4.8%	Cc1nc2sc(C(c3cccs3)N3CCN(Cc4ccccc4)CC3)c(O)n2n1 (centres undefined)
.	?	O=c1[nH]c(CSc2nnc(-c3ccccc3)n2-c2ccccc2)nc2ccccc12
-0.8	-5.9%	Cc1ccccc1-c1cc(C(=O)NCC2CC2)n(CC2CC(c3cccnc3)=NO2)n1 (centres undefined)
4.9	2.8%	Cc1c(C2Nc3ccccc3C(=O)N2O)cnn1C (centres undefined)
-4.4	-1.9%	O=C(O)CCNC(=O)c1ccc(NC(=O)C(c2ccccc2)c2ccccc2)cc1
.	?	Nc1ncnc2nc(SCCC(=O)O)[nH]c12
.	?	Cc1cc(SCC(=O)OC/C(O)=C(\C#N)c2nc3ccccc3[nH]2)c(C)cc1Br
-16.1	8.4%	COc1ccc(C(=O)OCc2cc3cccc(C)c3[nH]c2=O)cc1
.	?	COCCNC(=O)CCCn1c(=O)c2ccccc2n(Cc2ccccc2C#N)c1=O
.	-9.6%	Cc1nc2sc(C(c3ccc(F)cc3)N3CCOCC3)c(O)n2n1 (centres undefined)
.	?	COCCOC(=O)C1=C(C)NC(=O)NC1c1cccc2ccccc12 (centres undefined)
23.6	29.0%	COc1ccc(/C=C/C(=O)O)cc1S(=O)(=O)NC1CCS(=O)(=O)C1 (centres undefined)
.	?	CC(C)(CNC(=O)CO/N=C1/C=C2CCC3C(C(O)C[C@@]4(C)C3CC[C@]4(O)C(=O)CO)[C@@]2(C)CC1)C(O)C(=O)O (some centres undefined)
14.5	i	CC(C)NC(=O)c1ccccc1NC(=O)CS(=O)(=O)Cc1ccccc1
.	?	COc1cccc(C(=O)NCC(=O)NNc2ncnc(N)c2[N+](=O)[O-])c1
-6.1	7.1%	CCOC(=O)c1cnc(SC)nc1Sc1ccccc1Cl
.	?	O=C(COC(=O)CNS(=O)(=O)c1ccc(Br)cc1Cl)NC1CC1
.	?	O=C1/C(=C/c2ccc(F)cc2)SC(=S)N1CCCC(=O)N1CCCCC1CCO (centres undefined)
.	?	CCCCCn1c(CNC(=O)CC)nc2ccccc21
-6.3	i	O=C(CNS(=O)(=O)c1cccs1)NCCc1ccc(Cl)cc1
-10.7	9.2%	Clc1cccc(NCc2nnc(SCc3ccccc3)o2)c1
.	?	CCCCOC(=O)c1ccc(OC(=O)c2cccnc2)cc1
.	?	COCC1CCN(C(=O)c2cc(COc3ccc(-n4cncn4)cc3)on2)CC1
5.0	21.6%	Cc1cccc([C@@H]2[C@@H]3C(=O)N(Cc4ccccc4)C(=O)[C@@H]3[C@]3(Cc4ccccc4)C(=O)N(c4ccc(C(F)(F)F)cc4)C(=O)N23)c1
.	?	FC(F)(F)c1ccccc1NC(=S)Nc1cccc(Cl)c1
.	?	O=C1c2ccccc2C(=O)N1c1cc([N+](=O)[O-])ccn1
.	?	Clc1ccc(OCCCn2ccnc2)c(Br)c1
.	?	O=C(COC(=O)c1ccccc1F)NC(=O)NC1CCCC1
.	?	CCC(C)N1CCN(S(=O)(=O)Cc2ccccc2)CC1 (centres undefined)
28.0	-11.6%	S=C1NCCOCCNC(=S)NCCOCCOCCN1
.	i	COc1cc2c(cc1OC)CN(C(=O)COc1ccc(C)c(C)c1)CC2
.	?	CCN(CC)S(=O)(=O)c1ccc(NC(=O)c2nc3nc(C)cc(C)n3n2)cc1
.	?	CCOC(=O)c1c(-c2ccccc2)nnn1-c1nc(OC)nc(N2CCOCC2)n1
.	?	CCOC(=O)C1CCN(c2c(Nc3cc(C)cc(C)c3)c(=O)c2=O)CC1

# Brought forward from above: 2 compounds, then new ones.
Lipid storage S3 cell count max	Lipid storage S3	SMILES
.	?	CCOC(=O)c1c(-c2ccccc2)nnn1-c1nc(OC)nc(N2CCOCC2)n1
.	?	CCOC(=O)C1CCN(c2c(Nc3cc(C)cc(C)c3)c(=O)c2=O)CC1
.	?	Clc1ccc(SCc2cc(N3CCOCC3)nc(-c3ccccn3)n2)cc1
-1.7	3.9%	CC1(C)CC(=O)c2sc(NS(=O)(=O)c3ccccc3)nc2C1
.	?	COC(=O)c1cn(C(=O)c2ccc(F)cc2)c2ccccc12
-16.9	-2.6%	Cc1nc2c(-c3ccccc3)c[nH]n2c(=O)c1Cc1ccccc1
8.9	10.6%	CCC(=O)N1CCC2(CC1)Oc1ccc(F)cc1C(=O)C21CC(c2cccnc2)=NO1 (centres undefined)
.	?	COc1ccc(-c2c(-c3cc(OC)cc(OC)c3)n(C)c3ccc(-c4ccc(OC)cc4F)cc23)cc1
.	?	O=C(NCc1nnc(SCC(=O)N2CCCC2)o1)c1ccccc1F
.	?	COc1cc2c(cc1O)[C@@H]1Cc3cc(O)c(OC)cc3[C@H](C2)N1C
-14.9	-0.2%	CCOc1ccc(-n2nc(C(=O)N3CCN(CC)CC3)c3ccccc3c2=O)cc1
.	?	CCOC(=O)c1c(C)[nH]c(C(=O)COC(=O)CNC(=O)c2ccc(Cl)cc2Cl)c1C
-2.8	0.4%	Cn1c(=O)c2c(-c3ccc(C(C)(C)C)cc3)n(N3CCOCC3)cc2n(C)c1=O
.	?	O=C(NNS(=O)(=O)c1ccc(F)cc1)c1ccccc1

# Compound profiles, as listed above:
# Listed for `COC(=O)c1cn(C(=O)c2ccc(F)cc2)c2ccccc12` → Lipid storage S3 cell count max = .; Lipid storage S3 = ?
# Listed for `CCOC(=O)c1c(C)[nH]c(C(=O)COC(=O)CNC(=O)c2ccc(Cl)cc2Cl)c1C` → Lipid storage S3 cell count max = .; Lipid storage S3 = ?

# (next part)
Lipid storage S3 cell count max	Lipid storage S3	SMILES
.	?	O=C(NCCc1ccccc1)C1CCCN(S(=O)(=O)c2cccs2)C1 (centres undefined)
.	?	Cc1ccc(F)cc1NC(=O)N1CCNC(=O)C1CC(=O)Nc1cc(Cl)ccc1Cl (centres undefined)
12.6	21.7%	CC1CCC2C(=O)N(c3cccc(OS(=O)(=O)c4ccccc4)c3)C(=O)C2C1 (centres undefined)
.	?	O=C(O)c1cc([N+](=O)[O-])c(Nc2cccc3ccccc23)c([N+](=O)[O-])c1
.	?	Cc1nc2ccccc2n1CC(O)COc1ccccc1Cl (centres undefined)
.	?	CCCCNC(=O)CN(C1CCCCC1)S(C)(=O)=O
.	?	O=S(=O)(O)c1cc2oc(-c3ccccc3)nc2c2ccccc12
-2.9	i	CC(C)Oc1ccc(/C=C(/NC(=O)c2ccccc2)C(=O)NC(Cc2ccccc2)C(=O)O)cc1 (centres undefined)
.	?	COc1cccc(NC(=O)C(c2ccccc2)N2CCNC(=O)C2)c1 (centres undefined)
2.6	19.4%	COC(=O)c1cccc(NC(=O)C2COc3ccccc3O2)c1C (centres undefined)
.	?	Cc1cccc(C)c1NC(=O)CC1SC2=NCCN2C1=O (centres undefined)
.	?	COc1cccc(NC(=O)C23CCC(C)(C(=O)O2)C3(C)C)c1 (centres undefined)
.	?	CCCCn1c(N)nc2ccccc21
.	?	Cc1ccc(OCC(=O)Nc2ccc(NC(=O)c3ccco3)cc2)c(C)c1
